TMEM16A inh: blocks the mouse calcium-activated chloride channel TMEM16A. AID 588511. HEK293 TMEM16A/YFP iodide influx fluorescence, ionomycin. Q8BHY3. actives 1.2% (n = 310,000). normalized B-score (activity score, 25-100; higher = stronger inhibition) at 10 µM;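 active = ratio plate-corrected score three or more library SD toward inhibition, starting fluorescence score within five deviations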;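 also: score derived from kinetic fluorescence span divided by baseline fluorescence per well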
KCNQ1 pot: human KCNQ1 channel potentiation or activation; P51787; CHO-K1 KCNQ1, thallium flux FluxOR fluorescence; hits give high values; B-score at 10 µM; actives 0.35% (n = 310,000); AID 2648;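 active = fluorescence ratio B-score, a plate-corrected score, at least three library SD, with initial intensity B-score within 5 SD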
Target sequence (P51787 whole entry, looked up): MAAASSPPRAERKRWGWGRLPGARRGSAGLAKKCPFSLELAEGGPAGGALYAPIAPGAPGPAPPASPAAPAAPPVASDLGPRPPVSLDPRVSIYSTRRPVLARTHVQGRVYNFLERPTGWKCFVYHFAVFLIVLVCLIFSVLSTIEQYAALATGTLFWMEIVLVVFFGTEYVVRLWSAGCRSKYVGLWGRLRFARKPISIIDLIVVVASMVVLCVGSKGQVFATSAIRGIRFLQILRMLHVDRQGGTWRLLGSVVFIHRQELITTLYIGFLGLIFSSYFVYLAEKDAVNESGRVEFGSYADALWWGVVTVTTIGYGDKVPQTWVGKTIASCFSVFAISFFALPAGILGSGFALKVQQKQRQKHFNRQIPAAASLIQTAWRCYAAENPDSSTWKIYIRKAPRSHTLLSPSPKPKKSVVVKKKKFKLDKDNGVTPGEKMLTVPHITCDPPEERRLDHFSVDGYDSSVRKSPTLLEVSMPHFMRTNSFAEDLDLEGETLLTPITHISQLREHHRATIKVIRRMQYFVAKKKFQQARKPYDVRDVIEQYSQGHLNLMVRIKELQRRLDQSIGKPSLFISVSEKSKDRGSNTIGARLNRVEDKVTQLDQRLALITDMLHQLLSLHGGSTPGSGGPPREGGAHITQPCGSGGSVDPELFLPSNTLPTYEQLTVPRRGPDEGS
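Assay system: CHO-K1 cells stably expressing KCNQ1; Medium: assay buffer with matched DMSO; Also added: K+/Tl+ depolarizing stimulus; Dosing: single dose; Timing: dye 90 min, compound 20 min, room temperature; Measured by: kinetic FluxOR thallium fluorescence, 10-s 1-Hz baseline, 110-s post-stimulus read; Read-out: peak-minus-minimum fluorescence over initial fluorescence, negative-control normalized, B-scored.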
MrgX1 allo act: allosterically activates human MrgX1 receptor signaling. Q96LB2. MrgX1-HEK293, Fluo-4 calcium flux, FDSS; hits give high values. B-score at 10 µM. actives 0.63% (n = 310,000). AID 588675;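 active = plate-corrected calcium response at least 3 library SD above typical, normal starting fluorescence, not activating the receptor alone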;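 also: compound read alongside a low EC10 to EC30 dose of BAM8-22 agonist; peak minus trough fluorescence over baseline measured at the second addition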
Target sequence (Q96LB2 whole entry, looked up): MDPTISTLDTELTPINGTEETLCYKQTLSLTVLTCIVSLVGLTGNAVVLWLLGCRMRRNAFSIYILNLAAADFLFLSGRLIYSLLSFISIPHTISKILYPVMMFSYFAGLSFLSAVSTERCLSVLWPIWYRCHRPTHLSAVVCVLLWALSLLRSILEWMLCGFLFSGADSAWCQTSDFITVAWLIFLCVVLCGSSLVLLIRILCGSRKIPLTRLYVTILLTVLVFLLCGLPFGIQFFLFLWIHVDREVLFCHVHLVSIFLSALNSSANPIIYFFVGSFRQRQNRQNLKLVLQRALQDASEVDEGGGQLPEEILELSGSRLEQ
hERG protect: hERG (human) protection from proarrhythmic block; CHO-hERG, FluxOR thallium flux, dofetilide IC70 present; actives 0.51% (n = 310,000); Q12809; activation (rescue from dofetilide block), less the hit threshold, % at 10 µM;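 active = activation above the mean of controls blocked by dofetilide plus 5 SD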;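 also: thallium influx through hERG after potassium depolarization seen as dye fluorescence rise; in these data hits start at about 4.7%; inactives centre near -7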
RGS4 block: human RGS4 inhibition. P49798. HEK293 M3R/RGS4 inducible, Fluo-4 calcium flux; hits give high values; triggered by carbachol at its EC20. actives 0.45% (n = 310,000). B-score at 10 µM. AID 463165;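 active = B-score, a plate-corrected calcium signal, over three deviations above library mean, with baseline fluorescence within five deviations of library mean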;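 also: RGS4 expression induced by doxycycline in cells with stable M3 receptor; B-score is computed from the integrated fluorescence ratio over baseline after carbachol; higher B-score means a larger calcium signal and so more RGS4 inhibition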
KCNK3 inh: human KCNK3 channel inhibition, primary screen; O14649; actives 0.84% (n = 340,000); B-score at 10 µM; AID 602410; CHO-KCNK3 thallium flux, FluxOR fluorescence; hits give low values;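 active = B-score under library mean minus 4 SD, starting fluorescence ratio at most library mean plus 5 SD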;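 also: more negative B-score means stronger inhibition of thallium flux through KCNK3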
MrgX1 ag: activates human MrgX1 receptor signaling | Q96LB2 | MrgX1-HEK293 cells, Fluo-4 calcium fluorescence, agonist mode; hits give high values | B-score at 10 µM | actives 0.44% (n = 310,000) | AID 588627;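 active = calcium response B-score plate-corrected fluorescence ratio at least 3 library SD, with starting fluorescence B-score inside 5 SD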
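Test system: HEK293 cells stably expressing human MrgX1 receptor; Input: fifteen thousand cells per well; Dosing: compound delivered in addition one of three; Schedule: overnight seeding, then 1 h dark dye loading; Technique: Fluo-4 NW calcium fluorescence; Measure: B-scored fluorescence response ratio; Controls: positive and negative controls per plate.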
KCNK9 inh: human KCNK9 channel inhibition. B-score at 10 µM. AID 488922. Q9NPC2. HEK293 KCNK9, FluxOR thallium flux fluorescence; hits give low values. actives 1.2% (n = 310,000);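 active = ratio B-score over 3 SD below the library mean, with starting fluorescence within 5 SD of its mean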;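 also: negative B-score means less thallium flux so channel inhibition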
KCNQ1 inh: blocks the human KCNQ1 potassium channel | actives 1.3% (n = 310,000) | B-score at 10 µM | CHO-K1 KCNQ1, FluxOR thallium flux fluorescence; hits give high values;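 active = compounds whose thallium flux B-score, printed positive for inhibition, exceeds three library SD while starting fluorescence stays within three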;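 also: channel opened by potassium depolarization with thallium stimulus after 20 min compound exposure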
RGS4 pot: potentiators or activators of RGS4; HEK293 M3R/inducible RGS4, carbachol calcium flux Fluo4; hits give low values; B-score at 10 µM; actives 0.92% (n = 310,000);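 active = B-score of the integrated calcium signal more than 4 SD below the library mean, with starting fluorescence not abnormally high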;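 also: negative B-score means reduced calcium response which marks RGS4 activation or potentiation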
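Detection: kinetic calcium fluorescence imaging with Fluo4-AM dye, 2 µM / Material: HEK293 cells with stable M3R and inducible RGS4 / Schedule: recording 10 s baseline at 1 Hz, 100 s post-agonist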
TMEM16A act: activates or potentiates the mouse TMEM16A chloride channel. HEK293 TMEM16A/YFP-H148Q/I152L, iodide quench fluorescence; hits give low values. B-score at 10 µM. actives 0.3% (n = 340,000);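 active = fluorescence-ratio B-score plate-corrected deviation score at least 3 library SD below zero, with starting fluorescence score within 5 deviations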;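 also: channel opened by trigger with iodide after compound preincubation; score built on the fluorescence ratio of max minus min over baseline; more negative score means more quench and so TMEM16A activation or potentiation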
* hit, by the source's call; i = inactive; · = no result given. The order is random; about 6.3% have a hit in one of these screens.

| compound | KCNK9 inh | KCNQ1 inh | hERG protect | RGS4 pot | KCNQ1 pot | RGS4 block | MrgX1 ag | TMEM16A act | TMEM16A inh | MrgX1 allo act | KCNK3 inh |
| --- | --- | --- | --- | --- | --- | --- | --- | --- | --- | --- | --- |
| Cc1ccccc1Cn1cc(NC(=O)CSc2nc3c(c(C(F)(F)F)n2)CCc2ccccc2-3)cn1 | i | i | -6 | i | i | i | i | i | i | i | i |
| Cc1ccc(OCC(=O)N(Cc2cccc(F)c2)C2CCS(=O)(=O)C2)cc1 (centres undefined) | i | i | -4 | i | i | i | i | i | i | i | i |
| O=C(Nc1ccccc1Cl)c1sccc1-c1ccccc1 | -9.7* | 6* | -5 | i | i | i | i | i | i | i | i |
| CN1C2C(Br)CCCCN2c2ccc(F)cc2S1(=O)=O (centres undefined) | i | i | -4 | i | i | i | i | i | i | i | i |
| C/C(=N/NC(=O)CN1CCN(Cc2ccccc2Cl)CC1)c1ccco1 | i | i | -9 | i | i | i | i | i | i | i | i |
| O=C(NNS(=O)(=O)c1ccccc1)Nc1ccc(F)cc1 | i | i | -7 | i | i | i | i | i | i | i | i |
| COc1cccc(-c2c(C(=O)N/N=C(\C)c3ccc(Cl)s3)nnn2-c2nonc2N)c1 | i | i | -7 | i | i | i | i | i | i | i | i |
| CC(=O)Nc1ccc(NC(=O)c2sc3nc4c(c(-c5ccc(C)cc5)c3c2N)CCC4)cc1 | i | i | -3 | i | i | i | i | i | i | i | i |
| CC(C)C(=O)c1cc2c(cc1NC(=O)c1ccccc1)OCCO2 | i | i | -7 | i | i | i | i | i | 100* | i | i |
| NS(=O)(=O)c1ccc(NC(=O)COC(=O)/C=C/c2ccc([N+](=O)[O-])cc2)cc1 | i | i | -7 | i | i | i | i | i | i | i | i |
| CNCCCOc1cccc(OC(C)C)c1 | i | i | -1 | i | i | i | i | i | i | i | i |
| CCOc1c(Br)cc(/C=C2\N=C(C)OC2=O)cc1Br | i | i | -2 | i | i | 4.7* | i | i | i | i | i |
| COCc1ccc(C(=O)NC2CC(C)(C)Cc3c2cnn3-c2ccc(C)cc2)o1 (centres undefined) | i | i | -8 | i | i | i | i | i | i | i | i |
| COC(=O)[C@]1(C)N[C@H](c2ccc(-c3ccc(Cl)c(Cl)c3)c(OC)c2)[C@@H]2C(=O)N(C)C(=O)[C@@H]21 | i | i | -7 | i | i | i | i | i | i | i | i |
| O=S(=O)(Nc1cccc(F)c1)c1cccc2nsnc12 | i | i | -6 | i | i | i | i | · | i | i | i |
| Cc1ccc(NC(=O)CSC2=C(C#N)C(c3ccco3)C3=C(CCCC3=O)N2)cc1 (centres undefined) | i | i | -3 | i | i | i | i | i | i | i | i |
| CCCCCOC(=O)C1=C(C)Nc2nnnn2C1c1ccccc1Cl (centres undefined) | i | i | -8 | i | i | i | i | i | i | i | i |
| COc1ccc(NC(=O)C(CC(=O)O)Cc2ccc(Br)cc2)cc1 (centres undefined) | i | i | -4 | i | i | i | i | i | i | i | i |
| COc1ccc(NC(=O)NNC(=O)c2ccc3ccccc3c2)cc1OC | i | i | -11 | i | i | i | i | i | i | i | i |
| O=C(CCNc1cccc(Cl)c1)c1cccs1 | i | i | -12 | i | i | i | i | i | i | i | i |
| CCOc1ccccc1CNC(=O)CCc1cn(CC)c2ccccc12 | i | i | -6 | i | i | i | i | i | i | i | i |
| O=C(Nc1cccc(F)c1)c1cc(-c2ccco2)nc2ccccc12 | i | i | -2 | i | i | i | i | i | i | i | i |
| CN(Cc1nc(-c2ccncc2)no1)S(=O)(=O)c1ccc(Cl)cc1 | i | i | -9 | i | i | i | i | i | i | i | i |
| O=C(O)c1ccc(CNc2ccccc2C(=O)O)cc1 | i | i | -7 | i | i | i | i | i | i | i | i |
| Nc1c(-c2ccc(Cl)cc2)cnn1-c1cccc(C(F)(F)F)c1 | i | i | -8 | i | i | i | i | i | i | i | i |
| CC1(C)Cc2c(C#N)c(N3CCN(C(=O)c4ccco4)CC3)nc(-c3ccco3)c2CS1 | i | i | -23 | i | i | i | i | i | i | i | i |
| O=C(Nc1ccc(N2CCOCC2)cc1N1CCOCC1)c1ccc(Cl)cc1 | i | i | -12 | i | i | i | i | i | i | i | i |
| COc1ccc(C(=O)COC(=O)/C=C/c2ccc(S(=O)(=O)Nc3cccc(S(N)(=O)=O)c3)cc2)cc1 | i | i | -13 | i | i | i | i | i | i | i | i |
| CCCCCN1C(C)=CC(=C(C#N)C#N)C=C1C | i | i | -5 | i | i | i | i | i | i | i | i |
| CC(/C=N/NC(=O)Cn1cnc2c1c(=O)n(C)c(=O)n2C)=C\c1ccco1 | i | i | -10 | i | i | i | i | i | i | i | i |
| C(=N\Nc1ccccn1)/c1cccnc1 | i | i | -4 | i | i | i | i | i | i | i | i |
| Cc1ccc(NC2CCCN(C(=O)c3cc4ncccn4n3)C2)cc1C (centres undefined) | i | i | -9 | i | i | i | i | i | i | i | i |
| COC(=O)c1cn(NC(=O)C2CCCO2)c(=O)c2ccccc12 (centres undefined) | i | i | -4 | i | i | i | i | i | i | i | i |
| O=C(Nc1ccccc1Cl)N1CCn2c(nc3ccccc32)C1 | i | i | -10 | i | i | i | i | i | i | i | i |
| CSc1ccc(C2C(C#N)=C(N)Oc3c2ccc(=O)c2c(C)oc(C)c32)cc1 (centres undefined) | i | i | -12 | i | i | i | i | i | i | 9.8* | i |
| O=C(CCCSc1nc2ccccc2[nH]1)NCc1ccco1 | i | i | -7 | i | i | i | i | i | i | i | i |
| C=CCNc1nnc(SC2CC(=O)N(c3ccc(OCCC)cc3)C2=O)s1 (centres undefined) | i | i | -5 | i | i | i | i | i | i | i | i |
| Cc1cc(C)cc(NC(=O)C2CCCC2)c1 | i | i | -7 | i | i | i | i | i | i | i | i |
| CCOC(=O)CCc1c(C)c(C#N)c2nc3ccccc3n2c1-n1cnc2ccccc21 | i | i | -9 | i | i | i | i | i | i | i | i |
| O=C(NCCCN1CCCC1=O)C1CCN(S(=O)(=O)N2CCOCC2)CC1 | i | i | 0 | i | i | i | · | i | · | · | i |
| CN1CCc2c(sc(NC(=O)c3ccc(S(=O)(=O)N4CCCC4)cc3)c2C(N)=O)C1 | i | i | -6 | i | i | i | i | i | i | i | i |
| CCOc1cc(Br)cc(/C=N/NC(=O)c2cccnc2)c1O | i | i | -8 | i | i | i | i | i | i | i | i |
| CNC(=S)NNC(=O)Cn1ccc(C)n1 | i | i | -9 | i | i | i | i | i | i | i | i |
| COC(=O)c1c(C(=O)OC)c(-c2ccc(C)cc2)n2c1CS(=O)(=O)C2 | i | i | 1 | i | i | i | i | i | i | i | i |
| Cc1ccc2c(c1)N(CC(=O)NCc1cccs1)C(=O)CO2 | i | i | -10 | i | i | i | i | i | i | i | i |
| COc1ccc(Cl)cc1-c1n[nH]c(=S)n1Cc1ccccc1 | i | i | -5 | i | i | i | i | i | i | i | i |
| O=C(CSc1ccccc1F)NC1CCS(=O)(=O)C1 (centres undefined) | i | i | -4 | i | i | i | i | i | i | i | i |
| O/N=C(\c1ccccc1)c1nccc2ccccc12 | i | i | -9 | i | i | i | i | i | i | i | i |
| CCOC(=O)c1ccc(N=Cc2nc3ccccc3n2C)cc1 | i | i | -3 | i | i | i | i | i | i | i | i |
| Cn1c(N)c(C(=O)COC(=O)c2ccc(Cl)c(S(=O)(=O)N3CCCCC3)c2)c(=O)n(C)c1=O | i | i | -12 | i | i | i | i | i | i | i | i |
| Nc1nc(SCc2ccc(F)cc2)n[nH]1 | i | i | -2 | i | i | i | i | i | i | i | i |
| CC1CN(CCCOc2ccccc2-c2ccccc2)CC(C)O1 (centres undefined) | i | i | -13 | i | i | i | i | i | i | i | i |
| Cc1ccc(S(=O)(=O)CCC(=O)Nc2nnc(-c3ccccc3S(C)(=O)=O)o2)cc1 | i | i | -3 | i | i | i | i | i | i | i | i |
| Nc1cccc(C(=O)Nc2ccccc2Cl)c1 | i | i | -8 | i | i | i | i | i | i | i | i |
| CCn1c(C)nc2cc(C(=O)N/N=C(\C)c3ccc(OC)cc3O)ccc21 | i | i | -26 | i | i | i | · | i | · | · | i |
| Cc1nc2sc(C(c3cccc(F)c3)N3CCC(C)CC3)c(O)n2n1 (centres undefined) | i | i | -4 | i | i | i | i | i | i | i | i |

Next results
| compound | KCNK9 inh | KCNQ1 inh | hERG protect | RGS4 pot | KCNQ1 pot | RGS4 block | MrgX1 ag | TMEM16A act | TMEM16A inh | MrgX1 allo act | KCNK3 inh |
| --- | --- | --- | --- | --- | --- | --- | --- | --- | --- | --- | --- |
| Cc1ccc(S(=O)(=O)N2CCN(C(=O)CSc3ncn[nH]3)CC2)c(C)c1 | i | i | -7 | i | i | i | i | i | i | i | i |
| O=C(O)Cc1csc(-c2ccc(F)cc2)n1 | i | i | -11 | i | i | i | i | i | i | i | i |
| Cc1ccc2c(c1)N=C(c1ccc(Cl)cc1)CO2 | i | i | -9 | i | i | i | i | i | i | i | i |
| COc1ccc(Cc2[nH]n3c(=O)cc(C(C)C)nc3c2-c2ccccc2)cc1 | i | i | -5 | i | i | i | i | i | i | i | i |
| CCN(CC)CCNC(=O)Cc1c(C(=O)O)n(C)c2ccccc12 | i | i | -2 | i | i | i | i | i | i | i | i |
| CCOc1ccc(NC(=O)C2CCCN(S(=O)(=O)c3ccc(-n4cnnn4)cc3)C2)cc1 (centres undefined) | i | i | -7 | i | i | i | i | i | i | i | i |
| CCC(=O)Nc1ccc(S(=O)(=O)Nc2c(NC)c3ccccc3oc2=O)cc1 | i | i | -8 | i | i | i | i | i | i | i | i |
| COc1cccc(C2[C@H](C)C3(CCN2C)OCCO3)c1 (some centres undefined) | i | i | -7 | i | i | i | i | i | i | i | i |
| O=C(NCc1ccc2c(c1)OCO2)c1cc([N+](=O)[O-])ccc1N1CCCCC1 | i | i | -8 | -7.4* | i | i | i | i | i | i | i |
| O=C(COC(=O)c1cccc(OC(F)F)c1)NC(=O)NC1CCCCC1 | i | i | -10 | i | i | i | i | i | i | i | i |
| O=C(COc1ccc(F)cc1)Nc1ccc(-n2cnnn2)cc1 | i | i | -11 | i | i | i | i | i | i | i | i |
